From PubChem BioAssay
DAGLB inh: blocks human DAGLB lipase activity; Q8NCG7; HEK293T DAGLB membrane lysate, EnzChek fluorogenic substrate; inhibition, % at 5.17 µM; 340,000 tested, 0.059% active; AID 504411; in the data active means inhibition above about 34%;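 further: 0% = enzyme with vehicle and 100% = wells lacking enzyme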
Keap1-Nrf2 PPI: disrupts human Keap1 binding to Nrf2 peptide | inhibition, % at 9.4 µM | 340,000 tested, 0.15% active | Keap1 Kelch-Nrf2 peptide fluorescence polarization, 1536-well | AID 504523; in the data active means inhibition above about 12%;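 further: human Keap1 Kelch domain with fluorescein labeled Nrf2 9mer peptide probe; 0% = neutral control wells and 100% = peptide positive control; higher means more block of Keap1 binding to Nrf2 peptide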
Target sequence (Q14145 whole entry, looked up, the tested form may be a part): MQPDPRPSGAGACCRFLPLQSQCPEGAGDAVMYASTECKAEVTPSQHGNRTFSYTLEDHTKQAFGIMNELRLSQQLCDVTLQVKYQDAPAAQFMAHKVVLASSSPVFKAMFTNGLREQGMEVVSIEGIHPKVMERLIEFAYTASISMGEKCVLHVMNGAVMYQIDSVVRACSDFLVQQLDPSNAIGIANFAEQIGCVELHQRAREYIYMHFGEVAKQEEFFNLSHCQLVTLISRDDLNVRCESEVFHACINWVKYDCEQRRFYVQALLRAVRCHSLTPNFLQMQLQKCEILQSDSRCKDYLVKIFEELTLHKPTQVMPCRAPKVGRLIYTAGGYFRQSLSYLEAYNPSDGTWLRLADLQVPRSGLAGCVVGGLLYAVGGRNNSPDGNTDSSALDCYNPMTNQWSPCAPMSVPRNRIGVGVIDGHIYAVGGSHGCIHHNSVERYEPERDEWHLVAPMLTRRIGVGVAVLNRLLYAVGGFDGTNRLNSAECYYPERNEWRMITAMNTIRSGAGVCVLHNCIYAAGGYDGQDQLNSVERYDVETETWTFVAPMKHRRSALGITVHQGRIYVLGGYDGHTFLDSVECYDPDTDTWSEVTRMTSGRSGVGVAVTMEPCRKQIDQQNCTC
RTF Ca sens inh: cardiac RTF calcium desensitization. P19429+P45379. IANBD-labeled cardiac RTF, Ca2+ fluorescence. inhibition, % at 7.15 µM. 340,000 tested, 0.12% active. AID 493244;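 active means inhibition above the mean inhibition of all tested compounds plus 3 SD, cut at about 17% in these data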;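 further: assay run at fixed EC70 calcium of 1.6 mM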
SR-BI uptake up: SR-BI HDL lipid transfer activation; CHO ldlA[mSR-BI] cells, DiI-HDL uptake fluorescence, 3 h; 100 = double the neutral-control signal; activation, % at 12.5 µM; 320,000 tested, 0.096% active; AID 504775;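 active means mean replicate activation of at least 60% and every replicate at or above 60%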;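 further: 0% = median plate neutral-control signal and 100% = twice that signal; values of inactives mirror those of a sister screen read the other way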
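system = CHO ldlA[mSR-BI] cells, LDL receptor-null, SR-BI overexpressing | medium = Ham's F12 with 0.5% BSA, HEPES 25 mM, pH 7.4 | probe or stimulus = DiI-HDL 10 µg/mL | compound dosing = single-point compound dose | incubation = compound exposure 3 h, 37 °C | technique = DiI fluorescence, bottom read | read-out = cell-associated DiI fluorescence as measure of HDL uptake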
SR-BI DiI inh: mouse SR-BI HDL lipid transfer inhibition | ldlA[mSR-BI] CHO cells, DiI-HDL uptake fluorescence, 3 h | inhibition, % at 12.5 µM | 320,000 tested, 0.96% active | AID 488896;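 active means mean replicate inhibition of at least 70% and a set share of replicates each scoring 70 or more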;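 further: 0% = median of neutral control wells and 100% = median of positive control wells; values of inactives mirror those of a sister screen read the other way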
PvdQ inh: P. aeruginosa PvdQ acylase inhibition; purified PvdQ acylase, fluorescence plate reader; inhibition, % at 10 µM; 340,000 tested, 0.063% active; AID 488965; in the data active means inhibition above about 30%, passing the limit was not always enough;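 further: 0% = vehicle neutral wells and 100% = reference inhibitor wells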
NSD2 HMT inh: inhibitors of human histone methyltransferase NSD2. 310,000 tested, 0.54% active. NSD2 peptide methylation, AlphaScreen, 120 min. inhibition, % at 12.5 µM. O96028; in the data active means inhibition above about 50%
PKA-R2B act: PKA-R2B complex activation. activation, % at 11.4 µM. P22694+P31323. 340,000 tested, 0.079% active. PKA-R2B holoenzyme dissociation, Cy5-IP20 fluorescence polarization; R2B truncated from residue 108, S112A mutant; 0% DMSO only, 100% 113 µM cGMP;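 active means activation above a cutoff set at the mean over all compounds plus 3 SD, cut at about 18% in these data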;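 further: higher means more holoenzyme dissociation and a rise in polarization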
Target sequence (P31323 whole entry, looked up, other chains not shown, the tested form may be a part): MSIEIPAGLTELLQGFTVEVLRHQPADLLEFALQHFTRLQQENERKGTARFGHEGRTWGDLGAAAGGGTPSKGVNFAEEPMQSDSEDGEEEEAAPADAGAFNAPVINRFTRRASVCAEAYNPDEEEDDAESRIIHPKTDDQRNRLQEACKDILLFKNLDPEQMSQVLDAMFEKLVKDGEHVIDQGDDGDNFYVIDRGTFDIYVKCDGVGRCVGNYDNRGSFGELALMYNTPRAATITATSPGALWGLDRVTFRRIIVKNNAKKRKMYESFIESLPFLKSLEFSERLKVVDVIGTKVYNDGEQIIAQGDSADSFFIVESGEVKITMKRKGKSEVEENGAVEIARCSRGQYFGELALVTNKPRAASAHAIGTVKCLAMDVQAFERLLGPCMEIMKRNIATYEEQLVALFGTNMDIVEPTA
LANA DNA inh: blocks KSHV LANA C-terminal domain binding to DNA; MBP-C-LANA/FAM-LBS DNA binding, fluorescence polarization; inhibition, % at 9 µM; 340,000 tested, 0.078% active; AID 504423;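 active means highest replicate inhibition at or above 60% at 9 µM, even if other replicates fall short; inactive means all replicates below 60% inhibition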;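 further: 0% = neutral control wells and 100% = 4 µM acridine orange control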
Arrestin-AP2 inh: human beta-arrestin and AP2 interaction inhibition; inhibition, % at 10 µM; FITC-arrestin peptide / GST-AP2 beads, flow cytometry; AP2 beta2 appendage carries R879A mutation; 340,000 tested, 0.31% active;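 active means inhibition above a set limit, near 3 SD of compounds lacking own fluorescence, cut at about 54% in these data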;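 further: plate controls were DMSO wells for no effect and 5 µM unlabelled arrestin peptide for full effect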
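system = GST-tagged AP2 beta2-adaptin appendage (R879A) on 4 µm glutathione beads | reagent = FITC-labelled arrestin peptide probe, 50 nM final | schedule = compound with beads 12 min RT, then probe 1 h RT | signal = HyperCyt-sampled flow cytometry, FL1 channel, ex 488/em 535 nm | read-out = percent response from loss of bead-bound FITC fluorescence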
* hit, by the source's call; . = no result given.

SMILES | DAGLB inh | Keap1-Nrf2 PPI | RTF Ca sens inh | SR-BI uptake up | SR-BI DiI inh | PvdQ inh | NSD2 HMT inh | PKA-R2B act | LANA DNA inh | Arrestin-AP2 inh
Cc1ccc(C(=O)CN(C(=O)c2ccc(Cl)c(Cl)c2)N2C(=O)C3CCCCC3C2=O)cc1C (stereo not drawn) | -1.7 | -1.2 | -3.0 | 6.1 | -6.1 | -12.8 | -2.4 | -2.4 | -0.8 | 0.1
CN(C)c1ccc(N2C(=NC(=O)COc3ccccc3)SC3CS(=O)(=O)CC32)cc1 (stereo not drawn) | 0.5 | -5.8 | -6.8 | -1.9 | 1.9 | -11.9 | 2.1 | -5.9 | 0.2 | 9.1
OCCC1CN(Cc2nc(-c3ccccc3)cs2)CCN1Cc1ccc(F)cc1 (stereo not drawn) | -1.7 | -2.4 | 0.8 | -8.7 | 12.8 | -8.0 | 2.6 | 2.4 | -3.2 | -1.7
CCOc1ccc(N2C(=O)c3ccc(C(=O)OCc4c(C)noc4C)cc3C2=O)cc1 | -0.2 | -4.0 | -0.6 | 15.4 | -15.4 | -7.5 | . | -3.7 | -0.2 | -4.4
COc1ccc(C(=O)Nc2ccc3c(c2)OCCO3)cc1S(=O)(=O)N1CCOCC1 | 0.3 | -3.2 | -1.3 | -33.5 | 33.5 | -8.8 | 0.4 | -10.0 | 2.3 | 5.3
CS(=O)(=O)c1nc(-c2ccc(Br)cc2)n[nH]1 | -0.2 | 0.9 | 6.5 | 19.5 | -19.5 | 10.7 | . | -0.4 | -0.2 | 6.8
Nc1cc(=O)[nH]c(SCC(=O)N2N=C(c3ccc(Cl)cc3)CC2c2ccco2)n1 (stereo not drawn) | 4.5 | -3.0 | -11.2 | -27.8 | 27.8 | -8.1 | 6.9 | -4.6 | -0.5 | 0.3
CC1CN(C(=O)c2ccc(COc3ccc(C(C)C)cc3)o2)CC(C)O1 (stereo not drawn) | -7.7 | -0.5 | -10.4 | -20.1 | 20.1 | -8.1 | 5.4 | -6.2 | 1.1 | 14.1
CC(C)(C)OC(=O)C[C@@H]1C/C=C\C[C@H](CC(=O)N[C@H](CO)Cc2ccccc2)C(=O)N[C@H](Cc2ccccc2)COC1=O | -4.7 | 4.3 | 1.7 | 2.2 | -2.2 | -11.2 | . | -1.0 | -0.4 | 13.6
Cc1ccc(-n2nc(C)c(NC(=O)CCl)c2C)cc1C | -0.9 | -5.5 | -9.6 | -19.9 | 19.9 | -13.1 | 1.0 | -1.2 | -1.1 | 0.0
O=C(CN1CCN(S(=O)(=O)c2ccccc2)CC1)Nc1ccc(N2CCOCC2)cc1 | -0.6 | 0.1 | -3.6 | -15.4 | 15.4 | 6.3 | -0.2 | 6.2 | -1.6 | 32.4
O=c1[nH][nH]c(C(F)(F)F)c1C=Nc1ccc(Cl)cc1 | 0.9 | -0.3 | -7.7 | 21.3 | -21.3 | -9.2 | 0.8 | -5.7 | -0.7 | 7.9
COc1cc(NC(=S)N2CCN(c3ccccn3)CC2)cc(OC)c1OC | -2.0 | -6.6 | -27.5 | -19.8 | 19.8 | -11.0 | 1.7 | -4.0 | -1.2 | 0.0
COc1ccccc1N(CC(=O)NCC1CCCO1)C(=O)CCC(=O)Nc1nccs1 (stereo not drawn) | -2.1 | -3.7 | -1.3 | 14.8 | -14.8 | -9.6 | 0.9 | -6.6 | -2.9 | -5.3
O=C(CN(Cc1ccc(Cl)cc1)C(=O)CN1C(=O)COc2ccccc21)NC1CCCC1 | 1.8 | -1.0 | -13.9 | . | . | -4.4 | . | -2.2 | 2.4 | 19.6
Cc1cc(C(=O)N2CCN(c3ncccn3)CC2)c(C)o1 | 1.5 | 1.4 | -2.6 | 11.6 | -11.6 | -6.0 | 2.0 | 2.4 | 1.6 | -1.0
COc1cccc(C(=O)COC(=O)c2n[nH]c(=O)c3ccccc23)c1 | -0.2 | -2.3 | -7.7 | 3.9 | -3.9 | -12.3 | 2.2 | -3.9 | 0.8 | 11.1
COc1ccc(N(C)S(=O)(=O)c2cccc(C(=O)OCC(=O)N(C)c3ccccc3)c2)cc1 | 0.6 | 3.3 | 2.9 | -4.5 | 4.5 | -3.0 | -0.4 | -4.4 | 6.3 | -20.5
Cc1nc(Cl)nc(N(C)c2ccccc2)c1[N+](=O)[O-] | 1.9 | -5.1 | 6.8 | . | . | -4.8 | -1.2 | -1.3 | -2.1 | 18.3
c1ccc(NC2=NCCN2CC2CCCCC2)cc1 | -0.7 | -2.2 | 0.9 | 33.2 | -33.2 | -0.6 | . | -1.0 | 0.6 | 14.8
CSCC[C@H](NC(=O)OCc1ccccc1)C(=O)O | -0.4 | -3.3 | -3.7 | 12.8 | -12.8 | -28.5 | 3.7 | -5.0 | 1.1 | 4.0
CC(NC(=O)c1ccc(OC2CCN(C(=O)c3cccnc3)CC2)cc1)C1CC1 (stereo not drawn) | 3.2 | 0.8 | -8.6 | -7.5 | 7.5 | -4.8 | -4.2 | -3.9 | -1.3 | -12.2
CC1=C(C)CS(=O)N(c2ccc(S(N)(=O)=O)cc2)C1 (stereo not drawn) | -0.2 | -31.6 | -7.9 | -9.5 | 9.5 | -9.9 | 1.2 | 8.9 | -0.4 | 3.4
COc1ccccc1NC(=O)Nc1ccnn1C1CCCCC1 | 3.8 | 1.7 | -0.2 | . | . | -12.8 | -2.4 | -0.3 | -0.5 | 1.1
N#CC1=C(N)Oc2n[nH]c(-c3ccncc3)c2C1c1ccsc1 (stereo not drawn) | 0.7 | -5.6 | 0.3 | -2.4 | 2.4 | 14.6 | 0.5 | -0.1 | -0.1 | 14.4
COc1cc(S(=O)(=O)Nc2ccccc2N2CCCCC2)ccc1NC(C)=O | -1.6 | -3.3 | -7.3 | 17.4 | -17.4 | -14.4 | -0.8 | 9.8 | 0.5 | -4.3
COc1cc(/C=C(/NC(=O)c2ccccc2)C(=O)N2CCN(C)CC2)c([N+](=O)[O-])cc1OC | -0.2 | -3.7 | 7.9 | 6.7 | -6.7 | -12.8 | 1.7 | 14.8 | 2.6 | 3.2
O=C(CCn1nc(-c2ccccc2)ccc1=O)N1CCN(c2ccccn2)CC1 | 3.4 | -2.1 | -5.2 | 32.0 | -32.0 | -5.9 | 2.7 | -3.8 | 0.0 | 9.2
COc1ccc(CCNC(=O)C2CC(=O)N(C3CCCC3)C2)cc1OC (stereo not drawn) | 0.1 | -3.1 | -2.7 | 22.5 | -22.5 | -7.3 | -0.3 | 1.2 | -0.5 | -4.1
O=C(Nc1cccnc1)c1c(F)c(F)c(F)c(F)c1F | 1.5 | -1.4 | -4.8 | -1.2 | 1.2 | -15.9 | -6.8 | 3.7 | 0.4 | 0.2
CC(=O)N/C(=C\c1ccc(F)cc1)C(=O)OCc1ccccc1 | -1.6 | -5.9 | -1.6 | 9.4 | -9.4 | -3.1 | 5.4 | -9.3 | 5.1 | 25.1
O=C(Cc1ccccc1)N1CCN(S(=O)(=O)c2cccc([N+](=O)[O-])c2)CC1 | -1.7 | -0.5 | -1.2 | 27.9 | -27.9 | 1.1 | 6.7 | -7.8 | -1.7 | 27.2
CCN(CC)S(=O)(=O)c1cc(C(=O)OCC(=O)c2ccc3c(c2)NC(=O)CO3)ccc1F | -3.8 | -3.8 | -9.0 | -6.5 | 6.5 | -17.3 | -1.6 | -9.6 | -1.9 | -2.4
CCOc1ccccc1CNCCNCC(C)O (stereo not drawn) | 0.9 | -3.1 | 1.0 | -9.1 | 9.1 | -0.7 | 2.6 | -6.4 | 0.8 | -13.2
C/C(=N/N=C(\C)c1ccccc1O)c1ccccc1O | -9.0 | -3.8 | -4.8 | -8.3 | 8.3 | -20.7 | 1.6 | 0.7 | 1.7 | 4.2
CCOc1ccc(Br)cc1S(=O)(=O)NC(=O)c1ccccc1 | 0.2 | -1.4 | -3.5 | 1.5 | -1.5 | -16.2 | 1.6 | -5.3 | -1.1 | -2.8
CN(C)C1=NC[C@H](Cc2ccccc2)N1CCc1cccc(F)c1 | -0.1 | 1.9 | -9.8 | 33.2 | -33.2 | 1.7 | . | -6.1 | 4.1 | -10.0
CCN=C(NCC)SC1CC(=O)N(c2ccc(OCC)cc2)C1=O (stereo not drawn) | -1.6 | 1.3 | -5.9 | 1.6 | -1.6 | 1.7 | . | -4.6 | -0.4 | 28.8
COc1ccc(-c2noc(N3CCC(C(=O)NCCCN4CCCC(C)C4)CC3)n2)cc1 (stereo not drawn) | -2.3 | -3.1 | -1.8 | -9.6 | 9.6 | -10.1 | . | -0.8 | 0.0 | 1.1
O=C(NC1CCCCC1)C(c1ccc(F)cc1)N(C(=O)c1csnn1)C1CCCC1 (stereo not drawn) | -1.9 | -1.4 | 2.4 | 12.4 | -12.4 | -19.0 | . | 7.8 | -1.3 | -7.5
Cc1ccc2nc(NC(=O)C3CCCN3C(=O)OC(C)(C)C)sc2c1 (stereo not drawn) | 2.6 | -2.2 | -10.0 | -25.1 | 25.1 | -13.8 | -4.4 | 12.6 | -0.1 | -15.3
COc1ccc2c(-c3ccccc3)cc(SCC(=O)NC3CCS(=O)(=O)C3)nc2c1 (stereo not drawn) | 1.7 | -0.1 | -13.8 | -27.7 | 27.7 | -8.2 | 38.7 | -4.5 | 0.1 | 1.8
COc1ccc(-c2csc(N(CCCN(C)C)C(=O)c3ccccc3F)n2)cc1 | -3.4 | -0.5 | -11.9 | 9.4 | -9.4 | -16.3 | . | -5.4 | -2.5 | -7.2
CS(=O)(=O)Nc1ccccc1C(=O)O | -1.8 | 1.6 | -12.1 | -8.9 | 8.9 | -4.3 | 2.8 | -0.9 | -1.2 | 2.5
Cc1ccc(NS(=O)(=O)c2ccc(-c3cnc(C4CC4)o3)cc2)cc1 | -2.8 | -0.2 | -4.0 | 9.5 | -9.5 | -4.6 | 1.5 | -5.0 | -1.2 | 1.6
O=C(CN1C(=O)C2C3CC(C(Br)C3Br)C2C1=O)OCC(=O)c1cccc([N+](=O)[O-])c1 (stereo not drawn) | -0.5 | -1.8 | -9.8 | -0.7 | 0.7 | -19.2 | -14.1 | -1.4 | -0.1 | 3.5

Among those listed so far, 2 contain an aryl thioether with sulfur outside any ring:
SMILES | DAGLB inh | Keap1-Nrf2 PPI | RTF Ca sens inh | SR-BI uptake up | SR-BI DiI inh | PvdQ inh | NSD2 HMT inh | PKA-R2B act | LANA DNA inh | Arrestin-AP2 inh
Nc1cc(=O)[nH]c(SCC(=O)N2N=C(c3ccc(Cl)cc3)CC2c2ccco2)n1 (stereo not drawn) | 4.5 | -3.0 | -11.2 | -27.8 | 27.8 | -8.1 | 6.9 | -4.6 | -0.5 | 0.3
COc1ccc2c(-c3ccccc3)cc(SCC(=O)NC3CCS(=O)(=O)C3)nc2c1 (stereo not drawn) | 1.7 | -0.1 | -13.8 | -27.7 | 27.7 | -8.2 | 38.7 | -4.5 | 0.1 | 1.8
